AmpC inh no detg = blocks E. coli AmpC beta-lactamase in detergent-free assay; P00811; AmpC nitrocefin hydrolysis, absorbance 480 nm, 0.0001% Triton; Potency, µM (highest dose often 57.1 µM), for inactives: top-dose activity change, negative = inhibition, actives largely listed as inhibitors; hit rate 0.52% among 330,000;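 also: potency is read from the fitted curve at half-maximal effect; plate controls were no compound for no effect and no enzyme for full effect; nearly all actives have a fitted effect of over 20% in size; some results filed as inactive show a strong effect at the top dose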
Target sequence (P00811 whole entry, looked up): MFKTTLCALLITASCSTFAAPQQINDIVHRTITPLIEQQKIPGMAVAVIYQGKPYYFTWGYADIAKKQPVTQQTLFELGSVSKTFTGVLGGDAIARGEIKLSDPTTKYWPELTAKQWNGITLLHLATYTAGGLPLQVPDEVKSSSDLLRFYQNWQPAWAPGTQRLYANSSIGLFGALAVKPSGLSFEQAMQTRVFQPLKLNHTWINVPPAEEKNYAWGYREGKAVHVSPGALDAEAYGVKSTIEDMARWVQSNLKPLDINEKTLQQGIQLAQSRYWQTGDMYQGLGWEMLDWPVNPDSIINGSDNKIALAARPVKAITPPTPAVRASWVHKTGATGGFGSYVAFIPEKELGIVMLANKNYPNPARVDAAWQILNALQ
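20 mM phosphate pH 7.0 + 0.01% (detergent screen) or 0.0001% Triton X-100; 5.3 nM AmpC reagent; cpd preinc 15 min RT; nitrocefin (800 uM stock) to start; A480 q20 s × 4 min; Activity was normalised to no-enzyme and no-compound control wells.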
AmpC inh detg = inhibitors of E. coli AmpC beta-lactamase with detergent; Potency, µM (doses to about 114 µM), without a hit: at the highest dose activity change, negative = inhibition, actives largely listed as inhibitors; P00811; AID 485294; AmpC hydrolysis of nitrocefin, absorbance 480 nm, 0.01% Triton; hit rate 0.041% among 370,000;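 also: potency is read from the fitted curve at half-maximal effect; 0% = no-compound wells and -100% = no-enzyme wells; nearly all actives have a fitted effect of over 25% in size; some results filed as inactive show a strong effect at the top dose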
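AmpC (5.3 nM in the dispensed reagent) in 20 mM phosphate pH 7.0 with 0.01% (detergent screen) or 0.0001% Triton X-100 was preincubated with compounds for 15 min at room temperature. Nitrocefin was then added from an 800 uM solution, and hydrolysis was followed at 480 nm.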
AMA1 RON2 block = AMA1-RON2 (P. falciparum) interaction inhibition. Potency, µM (series often up to 58.2 µM), inactives show at the highest dose activity change, negative = inhibition, actives largely listed as inhibitors. AID 720542. AlphaScreen AMA1-biotinylated RON2 peptide binding. hit rate 0.2% among 360,000;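 also: potency is read from the fitted curve at half-maximal effect; 0% = vehicle wells and -100% = peptide control; nearly all actives have a fitted effect of over 45% in size; some results filed as inactive show a strong effect at the top dose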
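AMA1 (3D7) with his tag at 25 nM final met compounds first, then biotinylated RON2 peptide at 25 nM; detection used donor plus acceptor beads, 10 µg/mL apiece, read by AlphaScreen after 30 min at room temperature.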
HCMV antiviral = inhibitors of human cytomegalovirus; activity change, negative = inhibition, % at 57.5 µM; HFF cells, HCMV-luciferase reporter, 72 h; stronger effect = lower value; hit rate 4.5% among 410,000; AID 1259415; in the data active = activity change below about -60%; inconclusive = no clear call, values can overlap the other calls; inactive = above about -39%
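After 16 h attachment at 37C, HFF cells received test compound and HCMV-luciferase (1 PFU/cell); reporter luminescence read 72 h later, data normalized against buffer-only and known inhibitor Salinomycin.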
TbPYK inhibitor = blocks Trypanosoma brucei pyruvate kinase; hit rate 0.12% among 410,000; Potency, µM (doses to about 76.8 µM), for inactives: at the highest dose activity, negative = inhibition, most hits filed as inhibitors; TbPYK enzyme, Kinase-Glo Plus ATP luminescence, 45 min; also: potency is read from the fitted curve at half-maximal effect; nearly all actives have a fitted effect of over 50% in size
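In this concentration-response screen, enzyme-free wells defined baseline while DMSO plates tracked drift. Each reaction combined TbPYK, substrate, compound and 130 uM ADP for 45 min at room temperature. Kinase-Glo Plus luminescence gave the signal.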
Sm TGR block = inhibitors of Schistosoma mansoni thioredoxin glutathione reductase; Q962Y6; purified TGR, DTNB reduction, TNB absorbance 405 nm; Potency, µM (highest dose often 114 µM), for the others: at the top dose activity change, negative = inhibition, most hits filed as inhibitors; hit rate 3% among 360,000; also: potency is read from the fitted curve at half-maximal effect; nearly all actives have a fitted effect of over 60% in size
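Kinetic colorimetric format: TGR-catalysed, NADPH-driven DTNB reduction monitored via TNB absorbance. Enzyme dispensed at 20 nM; compound exposure 15 min at room temperature before reaction start.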
LmPK inhibitor = LmPK (Leishmania mexicana) enzyme inhibition; Q27686; purified LmPK, Kinase-Glo ATP luminescence, 1 h; Potency, µM (highest dose often 57.5 µM), for inactives: top-dose activity change, negative = inhibition, actives largely listed as inhibitors; hit rate 0.37% among 290,000; also: potency is read from the fitted curve at half-maximal effect
Target sequence (Q27686 whole entry, looked up): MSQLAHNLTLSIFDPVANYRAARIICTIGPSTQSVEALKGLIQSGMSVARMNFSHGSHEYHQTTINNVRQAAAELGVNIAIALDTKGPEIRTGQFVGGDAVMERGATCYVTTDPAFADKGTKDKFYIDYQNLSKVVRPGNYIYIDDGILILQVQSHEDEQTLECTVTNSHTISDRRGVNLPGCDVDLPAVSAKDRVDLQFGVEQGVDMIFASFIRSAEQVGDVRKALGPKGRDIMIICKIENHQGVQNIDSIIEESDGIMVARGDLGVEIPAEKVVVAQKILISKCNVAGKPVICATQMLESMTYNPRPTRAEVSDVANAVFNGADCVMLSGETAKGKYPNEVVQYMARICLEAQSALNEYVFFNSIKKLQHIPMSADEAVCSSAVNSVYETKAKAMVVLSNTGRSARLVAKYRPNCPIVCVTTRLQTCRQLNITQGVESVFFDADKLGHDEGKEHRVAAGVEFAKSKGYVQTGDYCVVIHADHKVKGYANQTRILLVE
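Purified LmPK (0.1 nM) with 0.5 mM PEP and 0.1 mM ADP in imidazole buffer pH 7.2 with MgCl2/KCl, 1 h at room temperature. ATP formed was read by luciferase luminescence and normalized to no-enzyme and uninhibited controls.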
Starred values were filed as active, the others as inactive; ? = inconclusive; . = not tested or not shown; [ ] = remark or other dose. Unless noted, calls follow the shape of the dose curve; as a rule, active = well fitted curve in the direction sought with a large enough effect; inconclusive = small, poorly fitted or top-dose-only effect, or another doubt; inactive = no such curve, though single readings can be large; an effect the other way counts as inactive or inconclusive. Unless noted, % is scaled to controls: 0 for no effect and ±100 for the full control effect.

SMILES | AmpC inh no detg | AmpC inh detg | AMA1 RON2 block | HCMV antiviral | TbPYK inhibitor | Sm TGR block | LmPK inhibitor
CC1=C(C(=O)N2CCOCC2)CC(CC(=O)NC(c2ccccc2)c2ccccc2)C(=O)N1Cc1ccc(F)cc1 (stereo not given) | . | . | -5% | -10 | 13% | . | .
CN(CC(=O)Nc1ccccc1Br)C(=O)c1cccc(S(=O)(=O)N2CCc3ccccc32)c1 | . | . | -7%[11.6 µM] | -11 | -24% | . | .
Cc1cccc(N2CCN(C(=O)CCCCCn3c(=S)[nH]c4ccc(N5CCOCC5)cc4c3=O)CC2)c1C | -25% | 0% | 78%[activator] | -34 | 0% | -15% | 2%
Cc1cccc(C(=O)NCCCNC(=O)c2cccnc2)c1 | -12% | -16% | 10% | -3 | 0% | 2% | 1%
NCCN1CCN(CCN)CC1 | -2% | -12% | 60%[activator] | -5 | -2% | -5% | 1%
O=C(CCl)c1ccc2c(c1)CCN2C(=O)C1CC1 | -27% | -4% | . | . | . | 7.1µM* | -1%
CS(=O)(=O)N1N=C(c2ccc(Br)cc2)CC1c1ccc2c(c1)OCO2 (stereo not given) | -9% | 7% | -3% | . | -4% | 9% | -15%
CC1=C(C(=O)Nc2ccc(C)cc2C)C(c2cccc([N+](=O)[O-])c2)n2nc(C(=O)OC(C)C)nc2N1 (stereo not given) | -4% | -12% | 0% | 3 | 1% | -3% | 3%
Clc1ccc(CO/N=C/c2cccs2)cc1 | -4% | -1% | -3% | 17 | -1% | 5% | -5%
Cc1ccccc1OCC(=O)NNC(=O)Nc1ccc(Cl)cc1 | -34% | ? | 101%[activator] | -37 | 1% | -33% | 0%
CC(=O)Nc1ccc(NC(=O)CCNC(=O)c2ccccc2Cl)cc1 | -10% | -1% | 27% | . | 0% | 3% | 2%
O=c1oc2ccccc2c2c1ncn2C1CCCCC1 | -26% | -7% | 1% | -27 | 1% | -3% | -13%
COC(=O)CCC(=O)Nc1ccc(NC(=O)CCC(=O)OC)cc1 | -2% | ? | 7% | -26 | 1% | -1% | 0%
O=C(CN1CCCCCC1)NN(Cc1ccccc1)c1ccccc1 | 1% | 2% | -19% | ? | 13% | -3% | 3%
Cc1n[nH]c(=S)n(/N=C/c2cccc([N+](=O)[O-])c2)c1=O | 0% | -2% | 55%[activator] | 39 | -17% | 12% | 2%
Cc1cccc(CC(=O)Nc2ccon2)c1 | -10% | -10% | 0% | 6 | 1% | 3% | -5%
Cc1nc2ncnn2c(C)c1C/C=C/c1ccccc1 | -5% | ? | 5% | 6 | 7% | -4% | -7%
Cc1ccc(C(=O)CSc2nnnn2Cc2ccccc2)cc1C | -36% | -8% | 7% | -23 | 2% | -4% | 0%
N#CCSc1nnc(N)s1 | -3% | -3% | 2% | -31 | 2% | 17% | 0%
COc1ccc(Cl)cc1NC(=O)CC1S/C(=N/N=C2CCCCCC2)NC1=O (stereo not given) | 31% | -3% | 127%[activator] | 18 | 1% | -13% | 1%
C[C@H]1CN([C@@H](C)CO)S(=O)(=O)c2ccc(Br)cc2O[C@@H]1CN(C)C(=O)C1CCOCC1 | . | . | -12% | 4 | 10% | . | .
COc1ccc(-c2cc(=Nc3ccccc3)c3cc(C)ccc3o2)cc1 | 17% | 7% | -18% | 27 | 2% | -2% | -4%
Cc1ccc2c(C)nc(Nc3nc(CSc4nnc(C)s4)cc(=O)[nH]3)nc2c1 | -3% | 1% | 0% | -99* | -1% | 0% | -1%
COc1cccc(NC(=O)C2CCCN(c3nnc(-n4c(C)ccc4C)s3)C2)c1 (stereo not given) | . | 23% | . | 8 | 0% | -17% | .
CCCNC(=O)c1cc(-c2ccco2)on1 | -14% | -10% | -3% | 35 | 0% | -28% | -6%
(more compounds)
SMILES | AmpC inh no detg | AmpC inh detg | AMA1 RON2 block | HCMV antiviral | TbPYK inhibitor | Sm TGR block | LmPK inhibitor
O=C(c1ccccc1)c1cccs1 | 2% | -5% | -14% | ? | 1% | 1% | -2%
O=C(OCc1c(-c2ccccc2)ncc2ccccc12)c1ccco1 | -36% | . | -13% | -12 | -4% | . | .
CCc1ccc(C(O)c2ncc(-c3ccccc3F)[nH]2)cc1 (stereo not given) | . | . | -16% | 36 | -1% | . | .
CC(CC(C)C(=O)Nc1ccccc1C(C)(C)C)C(=O)O (stereo not given) | -10% | -6% | 0% | 64 | -1% | -3% | -9%
Cc1ccc(-n2c(N)c(S(=O)(=O)c3ccccc3)c3nc4ccccc4nc32)cc1 | -29% | -7% | -7% | ? | 1% | 7% | -2%
Cc1nn(-c2ccccc2)c2c1N(CC(=O)N1CCN(c3ccc(F)cc3)CC1)C(=O)CS2 | . | 12% | . | 8 | 0% | 3% | .
O=C(NC1CC1)c1sc2cc([N+](=O)[O-])ccc2c1Cl | -8% | -16% | -1% | 69 | -8% | -3% | -2%
CCC(=O)N1CCCc2cc(S(=O)(=O)N3CCC(C(=O)NC4CCCCC4)CC3)ccc21 | . | -1% | . | -18 | -9% | 0% | .
CCCOc1ccc(C(O)(CCN2CCCCC2)c2ccccc2OC)cc1 (stereo not given) | 5% | 2% | 31%[activator] | ? | 4% | ? | -5%
Cc1ccc(CNC(=O)C2CC(=O)N(CCC(C)C)C2)cc1 (stereo not given) | 0% | 1% | -5% | -34 | -1% | 8% | 0%
COc1ccccc1NC(=O)C(C)OC(=O)CSCC(=O)Nc1cc(C)on1 (stereo not given) | -26% | 4% | -9% | -15 | -1% | -1% | .
CCOC(=O)c1c(Nc2cccc(O)c2)nnc(-c2ccccc2)c1-c1ccccc1 | . | 4% | . | -26 | -2% | 13% | .
CC1CCc2c(sc(NC(=O)CCCOc3ccccc3)c2C(N)=O)C1 (stereo not given) | . | 8% | . | -2 | -8% | -3% | .
COC(=O)c1ccc(NC(=S)N2CCN(Cc3ccccc3)CC2)cc1 | 32% | -12% | -13% | -28 | 2% | -5% | 5%
O=C(c1cnn2ccccc12)N1CCCc2ccccc21 | -9% | -9% | -4% | 70 | -6% | 0% | 8%
Cc1ccc(Nc2n[nH]c(C)c2[N+](=O)[O-])c(C)c1 | -37% | ? | -6% | 12 | 2% | 0% | 3%
CC(=O)Nc1cc(-c2cccc(NS(C)(=O)=O)c2)cn2c(-c3cccc(C(F)(F)F)c3)cnc12 | . | . | 13% | -7 | -2% | . | .
COc1cccc(-n2c(=O)n(Cc3ccccc3)c(=O)c3[nH]cnc32)c1C | -6% | 5% | -18% | -18 | 10% | 11% | 1%
COc1ccc(NS(=O)(=O)c2ccc3c(c2)NC(=O)CO3)c(OC)c1 | -18% | 1% | -8% | -2 | 0% | 6% | 1%
COc1cccc(-c2noc(-c3cccnc3)n2)c1 | -8% | 1% | 28% | 93 | -4% | 6% | ?
O=C(Nc1ccc(CN2CCOCC2)cc1)c1ccco1 | -14% | -1% | -1% | 48 | -2% | 1% | 4%
COc1ccc(NC(=O)CSc2nnc(-c3cc(C)[nH]n3)n2N)cc1 | -11% | -3% | -12% | -35 | 0% | 1% | 4%
O=C(Nc1ccc(S(=O)(=O)Nc2ccccn2)cc1)C(F)(F)F | -10% | 1% | -5% | -13 | 0% | 11% | 8%
O=C(O)Cn1c(=O)n(Cc2ccccc2)c2ccccc21 | -12% | ? | 6% | -8 | 5% | 5% | 0%
COc1ccc(C(=O)NCC(=O)OCc2ccc(F)cc2)cc1 | -13% | ? | 1% | -8 | 4% | 13% | 1%
Going on with the list.
SMILES | AmpC inh no detg | AmpC inh detg | AMA1 RON2 block | HCMV antiviral | TbPYK inhibitor | Sm TGR block | LmPK inhibitor
CCOC(=O)c1sc2ccccc2c1S(=O)(=O)N1CCN(c2ccccc2F)CC1 | . | 1% | . | -10 | -12% | 3% | .
COc1ccc(N(C(=O)c2cnccn2)C(C(=O)NC2CCCCC2)c2ccc(Cl)cc2)cc1 (stereo not given) | . | . | 15% | ? | 3% | . | .
OC(CC#CCN1CCOCC1)(c1ccccc1)c1ccccc1 | 32% | ? | -3% | 18 | 1% | -2% | -1%
CC(C)(C)C1CCC(OCC(O)CN2CCN(c3ccccn3)CC2)CC1 (stereo not given) | 186%[activator] | -7% | -1% | -69* | -6% | 14% | -1%
CC(C)OC(=O)CSc1nnc(COc2ccc([N+](=O)[O-])cc2)n1C | -1% | 1% | -17% | 10 | -8% | -6% | 2%
O=C1c2cccnc2C(Nc2ccc(F)c(Cl)c2)N1Cc1cccs1 (stereo not given) | 18% | -4% | -2% | -3 | -1% | -13% | -4%
Nc1nc2ncc(C(=O)c3cc(F)ccc3O)cc2s1 | -14% | 1% | 9% | 67 | -2% | -8% | 11%
CC(Oc1ccc(F)cc1)C(=O)Nc1cc(-c2ccc(F)c(F)c2)no1 (stereo not given) | . | 16% | . | -27 | 5% | 3% | .
CCCn1c(C(CO)Nc2nc(C)cs2)nc2ccccc21 (stereo not given) | -5% | -17% | 99%[activator] | 26 | -9% | ? | -5%
COC(=O)C[C@H]1C[C@@H]2c3cc(NC(=O)Nc4ccccc4)ccc3O[C@@H]2[C@@H](CO)O1 | . | . | 9% | 8 | 10% | . | .
COc1cc(C(=O)N2CCCN(c3nc4cc(C)ccc4cc3C#N)CC2)cc(OC)c1OC | 138%[activator] | -6% | 6% | 28 | 0% | -1% | 4%
O=C(Nc1ccc(N2CCOCC2)c(F)c1)c1cccs1 | -13% | -6% | -8% | 120 | -8% | 0% | -30%
COc1ccc(S(=O)(=O)n2ccnc2)c2cccnc12 | -16% | 4% | -12% | -24 | -3% | 6% | 0%

Arranged by molecular weight (lowest first): 5 of the compounds above
SMILES | AmpC inh no detg | AmpC inh detg | AMA1 RON2 block | HCMV antiviral | TbPYK inhibitor | Sm TGR block | LmPK inhibitor
O=C(Nc1ccc(N2CCOCC2)c(F)c1)c1cccs1 | -13% | -6% | -8% | 120 | -8% | 0% | -30%
CCCn1c(C(CO)Nc2nc(C)cs2)nc2ccccc21 (stereo not given) | -5% | -17% | 99%[activator] | 26 | -9% | ? | -5%
OC(CC#CCN1CCOCC1)(c1ccccc1)c1ccccc1 | 32% | ? | -3% | 18 | 1% | -2% | -1%
COC(=O)C[C@H]1C[C@@H]2c3cc(NC(=O)Nc4ccccc4)ccc3O[C@@H]2[C@@H](CO)O1 | . | . | 9% | 8 | 10% | . | .
COc1ccc(N(C(=O)c2cnccn2)C(C(=O)NC2CCCCC2)c2ccc(Cl)cc2)cc1 (stereo not given) | . | . | 15% | ? | 3% | . | .

Source: PubChem BioAssay
